FLuc inh counter – counter-screen for luciferase assay inhibitors: firefly luciferase inhibition | inhibition, % at 10 µM | AID 1006 | actives 1.5% (n = 200,000) | P08659 | ATPLite firefly luciferase biochemical luminescence, 10 min;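 active = inhibition above about 50% when tested at 10 µM, limit read from the data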
Diaph inh CS – inhibits diaphorase or chemically oxidizes, flagging diaphorase assay artifacts; diaphorase resazurin-to-resorufin fluorescence, NADH, 16 min; bacterial (C. kluyveri) enzyme, not human; inhibition, % at 20 µM; actives 0.69% (n = 190,000); AID 1217;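 active = primary screen inhibition at 20 µM above a set limit, cut at about 50% in these data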;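 note: plate controls were DMSO with full reaction for no effect and wells lacking NADH for full effect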
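System: Diaphorase enzyme from Clostridium kluyveri | Amount: Enzyme working solution with 0.14 U/mL diaphorase | Benchmarks: No-NADH positive control and DMSO neutral control | Signal: Fluorescence of resorufin formed from resazurin, Ex 544/Em 590 nm | Schedule: 16-min room-temperature incubation before reading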
NF-kB expr up – compounds increasing NF-kB expression in human neuronal cells | fold change at 12.5 µM | NF-kB reporter expression; active compounds read high | actives 1.6% (n = 190,000); in the data active = fold change above about 3.3
FLuc act counter – firefly luciferase counter-screen for stimulation assays; P08659; ATPlite luciferase biochemical, luminescence, 10 min; 0 = ATP-free wells, 1 = DMSO control; activation factor at 10 µM; 200,000 tested, under 10 active; AID 1027;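 active = luciferase activation factor, scaled between plate controls, of at least 2 with compound at 10 µM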
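Assay system: Luciferase/luciferin reagent mix; Medium: PBS as buffer for the ATP substrate; Dosing: test compounds dosed from 2 mM stocks in 100% DMSO; Times: 10 min, room temperature; Signal: luminescence from luciferase reaction; Read-out: luciferase activation; Controls: No-ATP low control, compound-free enzyme-plus-ATP high control.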
APP 5UTR inh – APP translation inhibition | SH-SY5Y APP 5'UTR-luciferase reporter, luminescence | inhibition, % at 2 µM | actives 0.82% (n = 190,000) | AID 1285;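 active = inhibition above a set limit, derived from the sample mean plus 3 SD, cut at about 45% in these data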; note: values of inactives mirror those of a sister screen read the other way
STAT1 activator – STAT1 signaling activation; activation (% of control), % at 5.5 µM; actives 2.6% (n = 200,000); NIH 3T3 STAT1-luciferase reporter, IFN-gamma, luminescence; 100% = IFN-gamma alone, no compound;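 active = activation above the screen-wide mean activation plus 3 SD, cut at about 130% in these data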;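 note: raw ratio to IFN-gamma control signal so 100% means no change and 0% no light; values of inactives mirror those of a sister screen read the other way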
G6PDH counter – L. mesenteroides G6PDH inhibition counter-screen; Purified L. mesenteroides G6PDH, diaphorase/resazurin coupled fluorescence, 45 min; inhibition, % at 5 µM; actives 0.12% (n = 200,000); AID 1020; in the data active = inhibition above about 50%
TLR4 MyD88 comp – inhibitors of human TLR4-MyD88 binding | AID 861 | actives 0.18% (n = 200,000) | inhibition, % at 8.4 µM | HeLa CL3-4 TLR4/MyD88 BLA complementation, FRET ratio; in the data active = inhibition above about 25%;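 note: 0% = vehicle and 100% = reference inhibitor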
Target sequence (O00206 whole entry, looked up): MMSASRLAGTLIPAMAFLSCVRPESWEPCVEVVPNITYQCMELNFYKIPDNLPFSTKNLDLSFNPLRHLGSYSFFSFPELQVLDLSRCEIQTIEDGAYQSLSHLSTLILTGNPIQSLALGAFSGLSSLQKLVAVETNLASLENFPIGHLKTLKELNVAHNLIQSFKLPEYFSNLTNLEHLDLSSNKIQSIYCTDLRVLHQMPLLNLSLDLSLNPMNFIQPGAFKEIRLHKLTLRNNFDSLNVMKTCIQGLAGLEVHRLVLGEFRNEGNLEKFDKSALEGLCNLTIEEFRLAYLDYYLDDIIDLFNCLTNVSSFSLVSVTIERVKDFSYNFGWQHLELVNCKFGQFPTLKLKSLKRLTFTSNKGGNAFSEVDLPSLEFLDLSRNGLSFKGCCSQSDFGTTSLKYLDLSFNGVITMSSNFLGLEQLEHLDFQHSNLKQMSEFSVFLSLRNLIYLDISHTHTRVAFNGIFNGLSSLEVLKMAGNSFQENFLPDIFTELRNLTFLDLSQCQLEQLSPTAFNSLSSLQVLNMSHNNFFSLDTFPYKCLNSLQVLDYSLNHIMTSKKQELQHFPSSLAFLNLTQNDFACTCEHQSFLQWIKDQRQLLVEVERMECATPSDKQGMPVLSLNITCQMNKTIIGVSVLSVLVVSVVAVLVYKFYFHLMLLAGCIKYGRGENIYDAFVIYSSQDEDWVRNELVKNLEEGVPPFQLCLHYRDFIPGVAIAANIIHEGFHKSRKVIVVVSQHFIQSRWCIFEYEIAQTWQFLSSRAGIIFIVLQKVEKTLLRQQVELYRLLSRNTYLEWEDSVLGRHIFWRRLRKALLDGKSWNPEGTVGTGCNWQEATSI
Target sequence (Q99836 whole entry, looked up): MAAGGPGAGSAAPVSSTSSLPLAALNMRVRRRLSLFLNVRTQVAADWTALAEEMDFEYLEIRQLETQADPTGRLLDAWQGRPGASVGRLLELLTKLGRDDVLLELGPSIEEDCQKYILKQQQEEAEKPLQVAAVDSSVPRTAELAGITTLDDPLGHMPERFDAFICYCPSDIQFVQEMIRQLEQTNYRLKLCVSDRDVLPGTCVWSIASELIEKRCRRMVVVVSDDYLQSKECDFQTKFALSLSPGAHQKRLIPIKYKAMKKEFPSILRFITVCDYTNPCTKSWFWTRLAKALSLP
APP 5'UTR act – APP 5'UTR luciferase reporter activation. SH-SY5Y APP 5'UTR luciferase reporter, luminescence; zero percent = DMSO vehicle wells. activation, % at 2 µM. actives 1% (n = 190,000). AID 1276;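 active = activation above a set limit, based on mean plus 3 SD of controls, cut at about 140% in these data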; note: values of inactives mirror those of a sister screen read the other way
Diaphorase act – diaphorase activation or chemical reduction counter-screen | Diaphorase/resazurin coupled assay, resorufin fluorescence, 16 min; active compounds read high; 1 = vehicle wells, 0 = NADH-free wells | actives 0.005% (n = 190,000) | activation factor at 20 µM;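 active = diaphorase activity raised at least twofold by the compound at 20 µM; inactive = activation factor below 2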
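Measured by – red resorufin fluorescence at 544/590 nm excitation/emission · Test system – Clostridium kluyveri diaphorase, purified enzyme · Incubation – reaction time 16 min, room temperature · Buffer or medium – 50 mM HEPES pH 7.4 with 4.542 mM MgCl2, 0.005% Tween 20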
Numbers without * were called inactive; x = not tested or not shown.

Molecule	FLuc inh counter	Diaph inh CS	NF-kB expr up	FLuc act counter	APP 5UTR inh	STAT1 activator	G6PDH counter	TLR4 MyD88 comp	APP 5'UTR act	Diaphorase act
CCOC(=O)C1(Cc2cccc(OC)c2)CCN(Cc2cccc(OC)c2O)CC1	-4	21	0.75	1	-3	95	9	-12	3	0.8
COC(=O)NC(=S)Nc1ccc(Oc2ccc(Cl)cc2Cl)c(Cl)c1	-7	21	1.4	1.1	-2	100	0	4	3	0.8
COC(=O)C(C)Sc1nc2c(cnn2-c2ccccc2)c(=O)[nH]1 (stereo unspecified)	1	18	1.3	1	-4	105	10	-1	4	0.8
Cn1nnc(NC(=O)c2ccc([N+](=O)[O-])cc2Cl)n1	7	14	1	0.9	-5	106	22	3	5	0.9
O=C(CNS(=O)(=O)c1ccccc1)NCC(=O)OCc1ccc(C(=O)c2ccccc2)cc1	-1	25	1	1	5	103	0	5	-5	0.8
COc1ccc(-n2nnnc2SC(C)C(=O)NCC(=O)Nc2ccc(F)c(F)c2F)cc1 (stereo unspecified)	-9	25	1	1.1	9	106	-2	-4	-9	0.8
CC(=O)C1=C(NC(=O)c2ccc(F)cc2)CC2C1C2(C)C (stereo unspecified)	6	28	1.2	0.9	-10	94	8	-9	10	0.7
COc1ccc(O)c(C(=O)c2cc(C#N)c(=O)n(CCN3CCOCC3)c2)c1	-6	11	1	1.1	-12	104	1	-4	12	0.9
COc1ccc(C(=O)Nc2ccc(N3CCC(C)CC3)cc2)cc1Br	3	5	0.91	1	1	95	0	5	-1	1
C1CCc2c(nc3nnnn3c2N2CCOCC2)C1	-7	12	1.2	1.1	-4	92	9	14	4	0.9
CCOC(=O)Cc1c(C)nc2c(-c3ccc(Cl)cc3)c(C)nn2c1C	-10	21	1.4	1.1	-15	107	13	3	15	0.8
CNC(=S)NNC(=O)c1ccccc1F	-7	14	1.2	1.1	16	96	-1	6	-16	0.9
COc1ccc(CCNC(=O)CN2C(=O)c3ccccc3C2=O)cc1	-6	3	1.2	1.1	6	101	2	-2	-6	1
CCN1CCN(c2ncc(C(=O)Nc3cc(Cl)c(OC)cc3OC)c3ccccc23)CC1	-2	1	1.2	1	-17	99	-21	-5	17	1
CN(C(=O)C1CCOC1)c1nnc(-c2ccccn2)s1 (stereo unspecified)	5	12	1.9	1	-13	132*	-4	5	13	0.9
N#C/C(=C\c1cn(Cc2ccccc2F)c2ccccc12)C(=O)NCc1ccco1	-17	21	1.1	1.2	2	95	-18	13	-2	0.8
Cc1ccc(N(CC(=O)NCCSCc2ccco2)S(=O)(=O)c2ccc(C)cc2)cc1	-6	24	0.93	1.1	-9	95	-1	-16	9	0.8
O=[N+]([O-])c1ccc(C(=Nc2cccc3ccccc23)N2CCOCC2)cc1	-3	13	0.98	1	11	95	2	-5	-11	0.9
Cc1ccccc1SCC(=O)NC1CCOC1=O (stereo unspecified)	-3	7	1.1	1	-5	98	-1	20	5	0.9
CC(C)NC(=S)NNc1nc2ccccc2s1	-6	22	0.9	1.1	-13	106	3	-15	13	0.8
COc1ccc(C2=NN(c3ccccc3)C(c3cn(CCC(=O)O)nc3-c3ccccc3)C2)cc1 (stereo unspecified)	7	19	1.3	0.9	-4	115	-6	0	4	0.8
CCN1CCN(Cc2cc(=O)oc3cc4c(cc23)CCC4)CC1	-2	21	1.2	1	6	100	1	1	-6	0.8
COc1ccc(NC(=O)c2oc3cc(C)c(C)cc3c2C)c(OC)c1	-3	2	1.1	1	-9	99	6	-11	9	1
C=CCNC(=O)NC(=O)CSc1nc2cc([N+](=O)[O-])ccc2n1-c1cccc(C(F)(F)F)c1	-2	-1	1.4	1	-9	99	-8	5	9	1
CCc1cc(C=NC2CCCCC2)c(O)s1	11	13	2.2	0.9	-67	119	11	10	67	0.9
Oc1c(-c2cc(-c3ccco3)[nH]n2)ccc2ccccc12	27	19	8.7*	0.7	-133	117	18	1	133	0.8
Cc1cc(C)c(C(N)=O)c(NCCc2ccccc2)n1	-6	1	1.1	1.1	13	99	-1	1	-13	1
Cc1cccc(C(C)(C)C)c1OCCn1ccnc1	-4	19	1.1	1	-15	95	-19	-13	15	0.8
C/C(=N/NC(=O)CNC(=O)COc1ccccc1)c1ccco1	-9	12	0.99	1.1	-32	99	7	-11	32	0.9
O=C(OCC#CCSc1nnc(-c2ccccc2)o1)c1ccco1	-8	9	1.3	1.1	4	114	20	6	-5	0.9
O=C(CN1C(=O)c2cccc3cccc1c23)NCc1ccc2c(c1)OCO2	-2	8	1.3	1	-3	100	6	-10	3	0.9
C=CCn1c(CSCc2ccc(Cl)cc2)nnc1SCC(=O)NCc1ccccc1	-6	13	0.95	1.1	-1	103	6	2	1	0.9
CCOC(=O)C(Cc1ccccc1)NC(=O)Cn1nnc(-c2ccccc2)n1 (stereo unspecified)	-2	8	1	1	-1	99	0	-3	1	0.9
COC(=O)C1=C(C)NC(=O)C1(Nc1nccs1)C(F)(F)F (stereo unspecified)	-4	4	0.93	1	-15	97	7	-6	15	1
CCOC(=O)c1ccc(NC(=O)c2nn(CC)cc2Br)cc1	11	12	1.5	0.9	-52	109	6	8	52	0.9
Cc1ccc(N2/C(=N/c3nc(C)cc(C)n3)NC(=O)CC2C(=O)O)cc1 (stereo unspecified)	-5	20	0.96	1	16	101	-2	-9	-16	0.8
COc1ccc(-n2c(SCC(=O)Nc3nccs3)nc3sc4c(c3c2=O)CCN(C)C4)cc1	-8	15	1	1.1	-9	91	2	0	9	0.8
O=c1c2[nH]c3ccccc3c2ncn1Cc1ccco1	0	9	1.4	1	-13	106	5	12	13	0.9
Cc1cc(NC(=O)/C=C/c2cccc(F)c2)n(-c2nc3ccccc3[nH]2)n1	10	4	1.3	0.9	5	96	7	7	-5	1
CCn1c2ccccc2c2cc(NC(=O)c3ccc(C)c([N+](=O)[O-])c3)ccc21	-10	15	1.9	1.1	-5	97	7	-10	5	0.8
CC(=O)N(Cc1ccco1)c1nc(C(=O)Nc2ccc(Cl)cc2)c(C)s1	-4	16	1.2	1	-1	106	-12	-13	1	0.8
CCCCCC(=O)NC(=S)Nc1ccc(N2CCOCC2)cc1	3	16	1.4	1	-2	107	3	-23	1	0.8
CCc1cccc2c(C(=O)COC(=O)c3ccccc3)c[nH]c12	1	22	3.2	1	-38	143*	-38	1	38	0.8
NC(=O)c1sc2cc(C(F)(F)F)cnc2c1-c1cccs1	-5	15	1.2	1.1	24	98	9	-4	-24	0.8
COc1ccc(N=CC2=C(O)CC(C)(C)CC2=O)cc1	8	14	1.1	0.9	-9	133*	-1	0	9	0.9
O=C(NCCCNCc1ccccc1)c1ccc(/C=N/O)nc1	-3	-2	1	1	-3	104	-4	1	3	1
Cn1nc(C(C)(C)C)cc1C(=O)O	-6	8	1.3	1.1	-1	111	9	-20	1	0.9
COc1ccc(C(C(=O)NC2CCCCC2)N(C(=O)c2sc(C)nc2C)c2ccc(C(C)=O)cc2)cc1 (stereo unspecified)	-10	14	0.84	1.1	-10	105	6	3	10	0.9
CCN(CC)C(=O)c1ccc(NS(=O)(=O)c2ccccc2)cc1	-7	3	0.89	1.1	12	101	9	0	-12	1
O=C(Cc1ccc(Cl)cc1)NNC(=O)c1cnccn1	0	16	1.2	1	8	105	22	-14	-8	0.8

In the list so far, 3 contain a thiophene ring, fused or not:
Molecule	FLuc inh counter	Diaph inh CS	NF-kB expr up	FLuc act counter	APP 5UTR inh	STAT1 activator	G6PDH counter	TLR4 MyD88 comp	APP 5'UTR act	Diaphorase act
CCc1cc(C=NC2CCCCC2)c(O)s1	11	13	2.2	0.9	-67	119	11	10	67	0.9
COc1ccc(-n2c(SCC(=O)Nc3nccs3)nc3sc4c(c3c2=O)CCN(C)C4)cc1	-8	15	1	1.1	-9	91	2	0	9	0.8
NC(=O)c1sc2cc(C(F)(F)F)cnc2c1-c1cccs1	-5	15	1.2	1.1	24	98	9	-4	-24	0.8

Other results.
Molecule	FLuc inh counter	Diaph inh CS	NF-kB expr up	FLuc act counter	APP 5UTR inh	STAT1 activator	G6PDH counter	TLR4 MyD88 comp	APP 5'UTR act	Diaphorase act
Cc1ccc(S(=O)(=O)N2CCC(=O)N(C(COCc3ccc(Cl)cc3Cl)Cc3ccccc3)CC2)cc1 (stereo unspecified)	2	6	0.73	1	5	98	18	-5	-5	0.9
CCOc1ccc(-c2nnc(SCC(=O)N3CCOCC3)o2)cc1	22	4	2.3	0.8	-1	127	2	-5	1	1
Cc1ccc(NS(=O)(=O)c2c(C)[nH]c(=O)[nH]c2=O)cc1C	-2	9	1.6	1	-19	95	1	-8	19	0.9
CN=C(c1ccccc1)c1c(C)cccc1C	3	2	1.1	1	-16	93	12	-4	16	1
Cc1occc1C(=O)Nc1ccc(OCc2ccccc2)cc1	22	x	3.3	0.8	-119	129*	17	-4	119	x

High-throughput results from PubChem BioAssay.

Rows were taken by chance. Share with any hit: about 5.6%.
